# HP1b chromo inh = blocks HP1-beta chromodomain binding to methylated histone tails; Potency, µM (series often up to 114 µM), for the others: at the top dose activity change, negative = inhibition, hits mostly inhibitors; hit rate 0.56% among 390,000; AlphaScreen HP1-beta / biotin-H3K9me3 peptide binding; P83916; also: nearly all actives have a fitted effect of over 70% in size; inactives centre near 23
#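 HP1-beta protein (50 nM final) preincubated 30 min at room temperature with biotinylated H3(1-18)K9me3 peptide (50 nM) in PBS pH 7.4, 0.01% Tween-20, then compound added for 30 min. AlphaScreen streptavidin donor/nickel chelate acceptor beads (10 ug/mL final), 30 min dark, luminescence read.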
# PGK inhibitor = inhibitors of T. brucei phosphoglycerate kinase. P07378. PGK/GAPDH coupled, Kinase-Glo luminescence, 60 min. Potency, µM (titrated, usually from 57.5 µM), inactives show at the highest dose activity change, negative = inhibition, hits mostly inhibitors. hit rate 0.043% among 380,000. AID 602233; also: % is scaled to controls: 0 for no effect and ±100 for the full control effect; nearly all actives have a fitted effect of over 60% in size
#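 Luminescent ATP detection (Kinase-Glo Plus) follows a 60-minute room-temperature incubation, with wells lacking PGK as controls. Buffer: 100 mM TEA (pH 7.6), 5 mM MgCl2, 0.01% Tween-20. Coupling enzyme GAPDH (100 nM final) supplies unstable 1,3-BPG in-well.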
# BAZ2B block = blocks human BAZ2B; Potency, µM (top dose mostly 114 µM), for inactives: top-dose activity change, negative = inhibition, hits mostly inhibitors; AlphaScreen BAZ2B-H3K14Ac peptide displacement; hit rate 4.4% among 360,000; Q9UIF8; also: % is scaled to controls: 0 for no effect and ±100 for the full control effect; nearly all actives have a fitted effect of over 60% in size
#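 Complex of BAZ2B and biotin-H3K14Ac (50 nM apiece) forms over 30 min at RT, then faces library compounds up to 110 uM for another 30 min; AlphaScreen beads added, 20 min dark incubation, luminescence read.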
# GLS inhibitor = blocks human kidney-isoform glutaminase activity; AID 624170; Potency, µM (doses to about 45.5 µM), inactives show at the highest dose activity change, negative = inhibition, actives largely listed as inhibitors; GLS enzymatic activity, qHTS titration; O94925; hit rate 0.21% among 410,000; also: % is scaled to controls: 0 for no effect and ±100 for the full control effect
#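 Human kidney-isoform GLS in 45 mM KH2PO4 pH 8.2, 0.02% Tween-20, with compound, started with 1mM L-Glutamine (added stock). Glutamate oxidase/HRP/Amplex red coupled fluorescence read at start and after 30 min at RT.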
# JMJD2A Tudor inh = JMJD2A Tudor domain (human) inhibition. O75164. Potency, µM (doses to about 114 µM), without a hit: top-dose activity change, negative = inhibition, usual class: inhibitors. hit rate 4.4% among 390,000. AlphaScreen JMJD2A-Tudor / H3K4me3 peptide binding; also: % is scaled to controls: 0 for no effect and ±100 for the full control effect; nearly all actives have a fitted effect of over 50% in size
# G9a inh = inhibitors of human histone lysine methyltransferase G9a. hit rate 8.8% among 350,000. G9a H3K9 monomethylation, AlphaScreen, 2 h. Potency, µM (titrated, usually from 102 µM), without a hit: at the top dose activity, negative = inhibition, actives largely listed as inhibitors. AID 504332; also: % is scaled to controls: 0 for no effect and ±100 for the full control effect; nearly all actives have a fitted effect of over 75% in size
# Target sequence (Q96KQ7 913-1193 limits assumed): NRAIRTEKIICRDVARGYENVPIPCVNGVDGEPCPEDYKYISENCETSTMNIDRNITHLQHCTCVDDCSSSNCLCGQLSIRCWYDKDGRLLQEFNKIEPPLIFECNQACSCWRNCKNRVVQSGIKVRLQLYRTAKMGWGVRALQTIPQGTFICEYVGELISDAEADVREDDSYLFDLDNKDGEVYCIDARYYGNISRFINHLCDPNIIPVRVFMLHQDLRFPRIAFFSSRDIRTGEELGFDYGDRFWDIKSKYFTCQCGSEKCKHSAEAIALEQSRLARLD
#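 G9a (20 nM) was preincubated 15 min with compound, then reacted 2 h at room temperature with 500 nM biotin-H3K9 peptide and 20 µM SAM. Monomethyl-H3K9 detected by AlphaScreen using anti-H3K9me1 antibody.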
# Pol iota inh = DNA polymerase iota (human) inhibition; hit rate 1% among 390,000; Q9UNA4; Pol iota fluorescent replication assay, 10 min; AID 588590; Potency, µM (top dose mostly 115 µM), for inactives: top-dose activity, negative = inhibition, actives largely listed as inhibitors
# Target sequence (Q9UNA4 whole entry, looked up): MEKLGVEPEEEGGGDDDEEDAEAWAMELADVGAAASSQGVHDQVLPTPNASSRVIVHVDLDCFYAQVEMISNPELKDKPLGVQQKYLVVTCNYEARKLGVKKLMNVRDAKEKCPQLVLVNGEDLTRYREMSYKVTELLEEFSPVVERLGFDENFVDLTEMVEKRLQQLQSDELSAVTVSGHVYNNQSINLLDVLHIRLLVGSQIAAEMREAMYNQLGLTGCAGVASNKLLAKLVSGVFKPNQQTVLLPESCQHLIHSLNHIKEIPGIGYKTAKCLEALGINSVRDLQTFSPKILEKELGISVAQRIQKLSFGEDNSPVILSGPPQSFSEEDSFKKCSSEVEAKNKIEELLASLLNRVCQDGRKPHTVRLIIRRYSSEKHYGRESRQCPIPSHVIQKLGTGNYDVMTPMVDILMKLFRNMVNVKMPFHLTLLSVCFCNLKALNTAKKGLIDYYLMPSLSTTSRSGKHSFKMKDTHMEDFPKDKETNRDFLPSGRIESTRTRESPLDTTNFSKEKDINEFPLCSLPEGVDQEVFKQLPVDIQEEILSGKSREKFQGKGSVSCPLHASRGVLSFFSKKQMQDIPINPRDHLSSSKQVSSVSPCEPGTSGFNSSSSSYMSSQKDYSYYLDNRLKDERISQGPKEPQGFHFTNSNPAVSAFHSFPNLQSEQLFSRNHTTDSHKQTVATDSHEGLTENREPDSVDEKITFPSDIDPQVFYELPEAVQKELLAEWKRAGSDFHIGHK
#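 Fluorescent replication assay read twice, at 0 min and 10 min after adding 50 nM (final) substrate. Enzyme (10 nM) and compounds were first incubated 15 min at room temperature; enzyme-free buffer wells were negative controls.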
# Pin1 inhibitor = inhibitors of human Pin1; Pin1 FP peptide displacement, HiFluor488, 10 min; hit rate 0.009% among 390,000; Potency, µM (top dose mostly 115 µM), for inactives: top-dose activity, negative = inhibition, hits mostly inhibitors; Q13526; active = well fitted inhibition curve with a large enough effect in the polarisation, with a control signal flat, not every such curve was filed as active; inconclusive = small, poorly fitted or top-dose-only effect, or effect the other way, or a change in a side signal; inactive = no such curve, though single readings can be large or run the other way; the % refers to the polarisation; also: % is scaled to controls: 0 for no effect and ±100 for the full control effect
# BLM helicase inh = blocks DNA unwinding by human BLM helicase. Potency, µM (highest dose often 56.1 µM), for inactives: at the top dose activity change, negative = inhibition, hits mostly inhibitors. recombinant BLM DNA unwinding, fluorescence dequenching. hit rate 0.2% among 350,000. P54132;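 also: plate controls were vehicle for no effect and no enzyme for full effect; nearly all actives have a fitted effect of over 35% in size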
# * = called active by the depositor; i = inactive; ? = inconclusive; · = no result given; & = joins results of further samples; ! = repeats disagree; [ ] = remark or other dose. Unless noted, calls follow the shape of the dose curve; as a rule, active = well fitted curve in the direction sought with a large enough effect; inconclusive = small, poorly fitted or top-dose-only effect, or another doubt; inactive = no such curve, though single readings can be large; an effect the other way counts as inactive or inconclusive. Potency is read from the fitted curve at half-maximal effect. Not all compounds are listed; count on the stated rates, not on these rows.
SMILES,HP1b chromo inh,PGK inhibitor,BAZ2B block,GLS inhibitor,JMJD2A Tudor inh,G9a inh,Pol iota inh,Pin1 inhibitor,BLM helicase inh
COc1ccc(NC(=O)C2=C(C)Nc3nc(SCc4ccc(Cl)cc4)nn3C2c2cccc(OC)c2OC)cc1 (stereo unspecified),19%,-3%,-2%,-5%,6%,-2%[59 µM],4%,4%,-2%
O=C(O)c1ccc(-n2ncc3c2/C(=C\c2cccc([N+](=O)[O-])c2)CC3)cc1,8%,-12%,·,12%,-17%,·,?,-16%,·
Cc1cc(C)cc(NC(=O)CSc2ccc(-c3cccs3)nn2)c1,40%&59%[activator],-3%,-27%&-8%,8%&-3%,-17%&-14%,22µM*,-7%&9%,14%&6%,-7%&-8%
CC(C(=O)Nc1ccc(O)cc1)c1cccc(C(=O)c2ccccc2)c1 (stereo unspecified),-20%,-3%,?,-2%,-15%[11.4 µM],·,62%[activator],-7%,-2%
O=C(CN1C(=O)NC2(CCCC2)C1=O)Nc1ccc(Cl)cc1F,4%,-5%,0%,1%,-10%,6%,29%,3%,-26%
O=C(NCc1ccco1)c1ccc2c(c1)C(=O)N(C1CCCCC1)C2=O,19%,0%,-15%,-1%,?,22%,2%,7%,-1%
COc1ccc(OC)c(CC(NC(C)=O)C(=O)NC2CCN(c3nc(OC)nc(OC)n3)CC2)c1 (stereo unspecified),14%,-8%,-9%,0%,-15%,19%,4%,-8%,1%
Cc1ccc(NC(=O)CSc2nnc(N)s2)c(C)c1,13%,4%,-11%,0%,0%,-26%[59 µM],?,-11%,-4%
O=C(Cc1ccccc1)N1CCc2ccccc21,20%,·,7%,-5%,4%,4%[59 µM],11%,2%,7%
COc1ccc2[nH]c(=O)c(CN(CCO)S(=O)(=O)c3ccc4c(c3)OCCO4)cc2c1,13%,6%,9%,3%,-7%,-51%[12.7 µM],18%,2%,1%
O=C(CCNS(=O)(=O)c1ccccc1)OCC(=O)c1ccc(F)cc1,19%,i,-5%,4%,-6%,-37%,30%[activator],-10%,·
Cc1cn([C@H](C(=O)NCCCCCCCCCCC(=O)N2CCN(C(=O)OC(C)(C)C)CC2)[C@@H](C)O)nn1,5%,2%,-5%,8%,-17%,-2%[2.33 µM],4%,4%,·
CCc1nnc(NC(=O)CCC(=O)N2CCN(Cc3cc(Cl)ccc3OC)CC2)s1,6%,-4%,·,7%,-10%,-11%[59 µM],16%,5%,-1%
COc1ccc(S(=O)(=O)N(C)CC(=O)N2CCCCC2)cc1Cl,25%,-3%,6%,1%,8%,13%[59 µM],-8%,2%,-1%
O=C1CSC(c2ccc([N+](=O)[O-])cc2)N1C1CCCCC1 (stereo unspecified),11%,0%,-33%,-6%,-29%,?,16%,7%,-1%
Cc1n[nH]c(C)c1S(=O)(=O)N1CCCC(C(=O)NC2CCCCC2)C1 (stereo unspecified),91%[activator],i,1%,-4%,-13%,-31%,-2%,2%,-3%
Cc1ccc(C(=O)Nc2nnc(S(=O)(=O)N3CCCCCC3)s2)cc1,?,-8%&-6%,10µM*!,5%&-6%,25µM*!,7.9µM*,?,14%&-8%,-5%&-7%
CCCN(Cc1ccccc1)C(=S)Nc1cccc(C(F)(F)F)c1,60%[activator],·,0%,0%,9%,19%[59 µM],-13%,-1%,-9%
COc1ccc(/C=C(/NC(=O)c2ccccc2)C(=O)NCCCn2ccnc2)cc1OC,27%,0%,-23%,5%,-3%,14%,22%,-8%,1%
O=C(Nc1ccccc1)P(=O)(O)c1ccccc1,7%[57 µM],-7%,·,6%,-13%,·,39%[activator],0%,·
Cc1cc(C)cc(OCC(=O)NNC(=O)c2ccccn2)c1,?,i,?,6%,-21%,?,24%,-9%,·
Cc1ccc(-n2nc3c(c2NC(=O)/C=C\c2ccc4c(c2)OCO4)CSC3)cc1,19%,-1%,-9%,3%,-23%,0%,?,32%[activator],-6%
N#Cc1c(N)c(C#N)c(-c2ccc3c(c2)OCO3)c2c1CCCC2,33%,-1%,2%,1%,6%,12%,13%,-3%,-8%
Cc1cc(=O)oc2c3c(cc(OCC(=O)NCC(=O)N[C@H](C(=O)O)C(C)C)c12)OC(C)(C)CC3,20%,1%,0%,0%,2%,3%,4%,-2%,-3%
O=C(NCc1ccc(Cl)cc1)c1cccc2c1C(=O)N(CC1CCCO1)C2 (stereo unspecified),15%,-5%,-5%,2%,-13%,·,29%,2%,-2%
CC(C)CC1NC(=O)N(CC(=O)Nc2ccc3c(c2)CCC3)C1=O (stereo unspecified),32%,-6%,-11%,1%,-10%,6%,18%,-1%,-4%
CCOc1ccccc1C(=O)Nc1ccc(-n2nncc2-c2ccccc2)cc1,23%,-4%,-6%,-13%,-8%,-2%[59 µM],?,0%,-5%
CC(NC(=O)c1ccc2c(c1)OCCO2)C(=O)O (stereo unspecified),25%,-1%,-7%,1%,-23%,-16%,-51%,0%,-8%
CCOC(=O)c1[nH]ncc1CN1CCN(Cc2ccc(C)cc2)C(CCO)C1 (stereo unspecified),27%,-9%,-1%,-2%,3%,-3%,38%[activator],-11%,-1%
N#Cc1nc(Cc2ccccc2)oc1N1CCC(Cc2ccccc2)CC1,?,7%,?,13%,-34%,?,6%,12%,-7%

# 3 entries out of the list, ordered by length of the SMILES, ascending:
SMILES,HP1b chromo inh,PGK inhibitor,BAZ2B block,GLS inhibitor,JMJD2A Tudor inh,G9a inh,Pol iota inh,Pin1 inhibitor,BLM helicase inh
N#Cc1c(N)c(C#N)c(-c2ccc3c(c2)OCO3)c2c1CCCC2,33%,-1%,2%,1%,6%,12%,13%,-3%,-8%
CCOc1ccccc1C(=O)Nc1ccc(-n2nncc2-c2ccccc2)cc1,23%,-4%,-6%,-13%,-8%,-2%[59 µM],?,0%,-5%
Cc1cc(=O)oc2c3c(cc(OCC(=O)NCC(=O)N[C@H](C(=O)O)C(C)C)c12)OC(C)(C)CC3,20%,1%,0%,0%,2%,3%,4%,-2%,-3%

# (listing goes on)
SMILES,HP1b chromo inh,PGK inhibitor,BAZ2B block,GLS inhibitor,JMJD2A Tudor inh,G9a inh,Pol iota inh,Pin1 inhibitor,BLM helicase inh
Cn1c(=O)[nH]c(=O)c2c1nc(N1CCN(c3ccccc3)CC1)n2CCSc1ncccn1,38%,-7%,-15%,4%,-14%,?,-3%,0%,1%
CCN(Cc1ccccc1)C(=O)COC(=O)c1cnc(C)cn1,26%,i,-5%,-10%,-9%,23%,16%,-1%,2%
CCNC(=S)Nc1ccc(N2CCCCC2)cc1,?,-8%,35µM*,?,-30%[57.1 µM],32µM*,179%[activator],5%,-3%
CCOCCCNC(=O)Nc1cc(C(=O)NCc2ccc(C(C)C)cc2)ccc1N1CCCC1,-19%,-3%,-39%,23%,?,?,21%,1%,-3%
COc1ccc(OC)c(CNc2ccc3c(c2)nc(C)n3C)c1,-10%,-5%,-36%,-1%,-36%,35µM*,118%[activator],-1%,1%
CC1=CC(=O)C=C(C)C1=NOC(=O)/C=C\c1ccccc1,1%,-5%,-2%,21%,-23%,-8%[59 µM],?,5%,-2%
Nc1ccccc1SCC(O)Cn1ccc2ccccc21 (stereo unspecified),3%,3%,-31%,4%,-17%,-46%,93%[activator],0%,-8%
CCCCN(CCCC)CCNC(=O)Cn1nc(CC)n2c(cc3sc(C)cc32)c1=O,17%,i,-5%,-7%,-18%,-10%[59 µM],25µM*,-2%,3%
O=S(=O)(c1ccc(SCCO)nc1)N1CCCC1,52%[activator],-1%,3%,-10%,-12%,-5%,14%,-5%,0%
COc1ccc(N(CC(=O)NCc2ccc(C)cc2)S(=O)(=O)c2c(C)nn(C)c2C)cc1,21%,-6%,7%,-6%,-7%,3%,-7%,-7%,1%
O=C(Nc1ccnn1C1CCN(C/C=C/c2ccccc2)CC1)C1CCCC1,36%,-5%,?,-1%,-14%,·,1%,0%,-1%
O=C(C[n+]1ccccc1)Nc1ccccc1,43%[activator],4%,·,-3%,-5%,·,-9%,0%,·
O=C(N/N=C/c1ccccc1)c1c(O)c2ccccc2[nH]c1=O,7%,-3%,1%,11%,-5%,3%[59 µM],192%[activator],-3%,-9%
CC(C)C(=O)Nc1nnc(SCc2cc(=O)n3ccccc3n2)s1,14%[57 µM],i,5%,3%,-18%,6%[59 µM],-20%,7%,1%
CCN1CCN(S(=O)(=O)c2cc(C)c(OC)cc2C)CC1,29%,-4%,6%,1%,10%,-6%[59 µM],9%,-10%,-1%
CN(C)c1ccc(NC(=O)c2ccc(COc3cccc(Cl)c3)o2)cc1,?,-5%,10µM*,36%[activator],13µM*,?,-7%,6%,-14%

# Entries of single compounds, quoted from the list. Screens in order: HP1b chromo inh, PGK inhibitor, BAZ2B block, GLS inhibitor, JMJD2A Tudor inh, G9a inh, Pol iota inh, Pin1 inhibitor, BLM helicase inh
# CN(C)c1ccc(NC(=O)c2ccc(COc3cccc(Cl)c3)o2)cc1 is listed as ?, -5%, 10µM*, 36%[activator], 13µM*, ?, -7%, 6%, -14%
# CCN1CCN(S(=O)(=O)c2cc(C)c(OC)cc2C)CC1 is listed as 29%, -4%, 6%, 1%, 10%, -6%[59 µM], 9%, -10%, -1%
# O=S(=O)(c1ccc(SCCO)nc1)N1CCCC1 is listed as 52%[activator], -1%, 3%, -10%, -12%, -5%, 14%, -5%, 0%
# COc1ccc(N(CC(=O)NCc2ccc(C)cc2)S(=O)(=O)c2c(C)nn(C)c2C)cc1 is listed as 21%, -6%, 7%, -6%, -7%, 3%, -7%, -7%, 1%
